# Bioassay records deposited in PubChem BioAssay by several laboratories.
# NPR2 activator: GC-B (human) receptor activation | P20594 | HEK293-GC-B cells, CNP EC30, cGMP TR-FRET; 0% at EC30 CNP, 100% saturating CNP | activation, % at 10 µM | actives 0.11% (n = 370,000) | AID 1920062;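 active means activation at 10 µM reaching about 35% in either raw or pattern-adjusted values, limit read from the data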
# MBD2 DNA inh: blocks human MBD2 binding to methylated DNA; Q9UBB5; TR-FRET, MBD2 binding to methylated oligonucleotide; inhibition, % at 4.4 µM; actives 0.31% (n = 370,000); AID 686964; in the data active means inhibition above about 13%
# PRMT1 inh: blocks human protein arginine methyltransferase 1; AID 652257; actives 1.3% (n = 370,000); Q99873; inhibition, % at 2.79 µM; recombinant PRMT1, activity-based probe fluorescence polarization;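 active means inhibition above about 21% made by adding two undisclosed values, limit read from the data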
# rCAG RNA binder: r(CAG) repeat RNA binding. actives 1.3% (n = 370,000). TO-PRO-1 dye displacement fluorescence. AID 651821. inhibition, % at 3 µM;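 active means inhibition above the plate cutoff, the mean of all test compounds on that plate plus 3 SD, cut at about 35% in these data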;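 further: 0% = DMSO alone and 100% = 100 µM mitoxantrone as full dye displacement; higher means more dye released from RNA so lower well fluorescence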
# GC-A act: GC-A (human) enzyme activation. HEK293 GC-A cells, cGMP TR-FRET, EC30 ANP; 0% at EC30 ANP, 100% saturating ANP. AID 1671463. actives 0.14% (n = 370,000). activation, % at 10 µM. P16066; in the data active means activation above about 40%
# TCR CD3 inh: human TCR-CD3 binding inhibition; AID 651800; actives 0.37% (n = 360,000); TAMRA-labeled TCR probe fluorescence, biochemical; inhibition, % at 9.4 µM; in the data active means inhibition above about 19%;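 further: recombinant mutant TCR 2C K166C tagged with TAMRA read by polarization; 0% = receptor in buffer alone and 100% = receptor with positive control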
# HTRA1 inh: HTRA1 (human) protease inhibition. recombinant HTRA1, FP-rhodamine activity-based probe, fluorescence polarization. inhibition, % at 5.96 µM. actives 0.5% (n = 340,000). AID 504803; in the data active means inhibition above about 36%;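 further: 0% = enzyme with DMSO and 100% = wells lacking enzyme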
# UHRF1 binding: UHRF1 methyl-DNA binding inhibition; Q96T88; UHRF1 binding to methylated oligo, TR-FRET; inhibition, % at 4.4 µM; actives 0.75% (n = 370,000); in the data active means inhibition above about 21%;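 further: UHRF1 SRA domain binding a hemimethylated CpG hairpin DNA probe; 0% = median of test compound wells and 100% = reference inhibitor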
# Target sequence (Q96T88 whole entry, looked up, the tested form may be a part): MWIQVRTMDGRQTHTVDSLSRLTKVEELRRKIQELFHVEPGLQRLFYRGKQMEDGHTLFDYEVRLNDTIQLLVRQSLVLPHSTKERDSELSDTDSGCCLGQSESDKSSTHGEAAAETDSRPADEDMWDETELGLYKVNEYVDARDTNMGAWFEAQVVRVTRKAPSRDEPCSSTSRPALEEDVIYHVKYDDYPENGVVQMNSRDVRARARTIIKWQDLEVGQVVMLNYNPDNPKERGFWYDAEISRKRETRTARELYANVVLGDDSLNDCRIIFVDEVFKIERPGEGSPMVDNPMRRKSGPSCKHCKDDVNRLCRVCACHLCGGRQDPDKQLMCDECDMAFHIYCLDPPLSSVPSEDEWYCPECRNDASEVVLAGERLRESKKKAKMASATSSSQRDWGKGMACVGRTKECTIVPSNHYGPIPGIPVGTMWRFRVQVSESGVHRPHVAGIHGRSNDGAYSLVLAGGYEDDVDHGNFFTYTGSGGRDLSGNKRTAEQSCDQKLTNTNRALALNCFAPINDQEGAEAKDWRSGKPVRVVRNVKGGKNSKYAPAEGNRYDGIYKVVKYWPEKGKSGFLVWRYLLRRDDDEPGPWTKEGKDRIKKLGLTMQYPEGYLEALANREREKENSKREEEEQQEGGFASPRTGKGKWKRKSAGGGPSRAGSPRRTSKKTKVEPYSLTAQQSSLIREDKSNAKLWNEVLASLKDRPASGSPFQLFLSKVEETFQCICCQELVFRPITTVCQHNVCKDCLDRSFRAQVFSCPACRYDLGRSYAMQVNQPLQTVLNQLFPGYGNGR
# ABHD4 inh: inhibits mouse alpha/beta hydrolase domain 4 | Q8VD66 | purified mABHD4, FP-Rh probe fluorescence polarization | inhibition, % at 8.92 µM | actives 0.54% (n = 370,000) | AID 720543;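 active means inhibition exceeding the mean over every tested compound plus 3 SD, cut at about 30% in these data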;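 further: 0% = plate median of compound wells and 100% = S159A mutant with DMSO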
#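 Assay system: wild-type mouse ABHD4 protein; compound: single nominal dose of 8.92 µM, 0.89% DMSO final; schedule: 45 min + 60 min at 25 °C; measured by: FP readout, ex 525 nm / em 598 nm; evaluation: % inhibition of FP-Rh probe binding versus controls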
# SIAE primary: blocks human sialic acid acetylesterase; actives 0.69% (n = 370,000); inhibition, % at 9.66 µM; SIAE FP-Rh probe binding, fluorescence polarization;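 active means inhibition above a cutoff: mean of compounds within the control limits plus 3 SD of those, cut at about 17% in these data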;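 further: 0% = plate median of compound wells and 100% = probe without SIAE protein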
# The depositor's hits bear a star; / = no result given.
Molecule | NPR2 activator | MBD2 DNA inh | PRMT1 inh | rCAG RNA binder | GC-A act | TCR CD3 inh | HTRA1 inh | UHRF1 binding | ABHD4 inh | SIAE primary
Cc1ccc(C23CC4CC(CC(CN)(C4)C2)C3)cc1 | -14 | 0 | 1 | 12 | -18 | -1 | 4 | -1 | 6 | 0
O=C(COC(=O)c1ccccc1C(=O)c1ccccc1)Nc1cccc([N+](=O)[O-])c1 | -1 | 0 | -1 | 3 | -2 | 4 | -12 | -4 | 1 | -8
CCc1ccc2[nH]c3nc(SCC(=O)NNC(=O)c4ccc(C(C)(C)C)cc4)nnc3c2c1 | -9 | -1 | 2 | 6 | -9 | -4 | 3 | 0 | -4 | -3
CCC(O)c1cc2c(cc1NC(=O)c1cccs1)OCCO2 (stereo unspecified) | 1 | -5 | -1 | -2 | -2 | 7 | -3 | -1 | -1 | -3
CCCCn1c(C)cc(C)c(S(=O)(=O)c2ccccc2C)c1=O | -1 | 1 | 4 | -7 | -7 | -4 | -20 | 4 | 2 | -1
O=C(CC(Cc1ccccc1)C(=O)O)Nc1ccc(F)cc1 (stereo unspecified) | 7 | -1 | -3 | 0 | 0 | 0 | 7 | 1 | -5 | -4
C/C(=N\NC(=O)Cc1ccccc1)c1cccnc1 | 0 | 1 | 1 | -4 | 2 | -2 | -3 | 3 | 0 | 0
COc1ccc(S(=O)(=O)NCc2ccccn2)c(Cl)c1Cl | -2 | 0 | -2 | -2 | 3 | 4 | -5 | -3 | 1 | -4
COC(=O)CSc1ccc2c(N)c(C(=O)OC)sc2c1 | 1 | -3 | 5 | 5 | 8 | 9 | 4 | -3 | 9 | -1
COc1ccc(C(=O)NC(=O)COC(=O)C2COc3ccccc3O2)cc1 (stereo unspecified) | 2 | -8 | 0 | 0 | 4 | 6 | -1 | -4 | 2 | 15
Cc1cc(Br)cn2c(Cc3ccccc3)c(-c3cccc(Br)c3)nc12 | -1 | 3 | -1 | 9 | -2 | -2 | / | 14 | -17 | -7
COc1ccc(NS(=O)(=O)c2ccc(-n3cnnn3)cc2)cc1OC | 1 | -1 | -2 | 1 | 1 | 1 | -1 | 0 | -3 | 13
Cc1ccc(NC(=O)COc2cccc(/C=C3\SC(=S)N(CCC(=O)O)C3=O)c2)cc1Cl | 1 | 3 | 11 | 23 | -2 | -1 | -27 | -5 | 12 | -25
CC(=O)c1cccc(NC(=O)c2cc(-c3ccncc3)nc3ccccc23)c1 | -3 | 4 | -2 | 13 | -2 | 3 | -3 | -3 | -9 | -14
COCCNC(=O)/C(C#N)=C/c1ccc(C(=O)O)cc1 | / | 3 | -3 | -1 | / | 7 | -6 | 1 | 2 | 2
CCOC(=O)c1c(C)c(C(=O)N2CCCCCC2)c(C)n1C | 5 | -5 | -3 | -8 | 2 | 8 | 5 | 0 | 1 | 6
Cc1ccsc1C(=O)NNC(=O)COc1ccc(Br)cc1 | -1 | 1 | -3 | 3 | 0 | 5 | 6 | -1 | 3 | -1
O=c1c2ccccc2ncn1Cc1nc2ccccc2s1 | -1 | -2 | 3 | -2 | 8 | -5 | 0 | 2 | 6 | 12
CC1CCN(C(=O)c2ncn3c2C(=O)NC[C@H]3C)CC1 | 0 | -6 | 3 | -1 | -1 | -2 | / | -1 | 2 | 5
Cc1cc2ncn(C(=O)c3ccc4c(c3)OCO4)c2cc1C | -3 | 3 | 0 | -2 | -4 | 3 | 6 | -1 | 0 | -4

# Of the compounds above, these have two or more sulfur atoms:
Molecule | NPR2 activator | MBD2 DNA inh | PRMT1 inh | rCAG RNA binder | GC-A act | TCR CD3 inh | HTRA1 inh | UHRF1 binding | ABHD4 inh | SIAE primary
COC(=O)CSc1ccc2c(N)c(C(=O)OC)sc2c1 | 1 | -3 | 5 | 5 | 8 | 9 | 4 | -3 | 9 | -1
Cc1ccc(NC(=O)COc2cccc(/C=C3\SC(=S)N(CCC(=O)O)C3=O)c2)cc1Cl | 1 | 3 | 11 | 23 | -2 | -1 | -27 | -5 | 12 | -25

# (continued)
Molecule | NPR2 activator | MBD2 DNA inh | PRMT1 inh | rCAG RNA binder | GC-A act | TCR CD3 inh | HTRA1 inh | UHRF1 binding | ABHD4 inh | SIAE primary
O=C(CSc1nnc(CNC(=O)c2ccccc2F)o1)c1ccccc1 | -5 | 9 | 2 | 3 | -3 | -5 | -2 | 4 | -12 | 3
O=C(Cn1cnc2ccccc21)N/N=C/C(Br)=C/c1ccccc1 | 3 | -3 | 0 | 4 | -4 | 3 | -9 | -1 | -5 | -5
O=S(=O)(c1ccccc1)N1CCC(O)(CSc2ccccc2)CC1 | 3 | 1 | 0 | 0 | 1 | -5 | -3 | 2 | 0 | -4
CCCCc1ccccc1NC(=S)NC1CCCC1 | -3 | 1 | -3 | -6 | -4 | 7 | -6 | 0 | 1 | 0
O=C(Nc1cccc(Cl)c1)Nc1sccc1-c1nc2ccccc2s1 | -1 | 2 | 0 | 35* | 6 | -12 | / | -2 | -60 | -21
Cc1nn(C)c(C)c1S(=O)(=O)N(CC(=O)N1CCc2ccccc21)c1ccc(C(C)C)cc1 | -2 | 0 | 0 | 3 | 7 | 9 | -5 | 1 | 0 | -2
O=C(Nc1cccc2ccccc12)N1CCCN(c2c(Cl)cncc2Cl)CC1 | -4 | -1 | 0 | -4 | -6 | -3 | -1 | -1 | 4 | 4
Cn1cc([N+](=O)[O-])c(C(=O)Nc2ccc(Br)cn2)n1 | -3 | 5 | 1 | 2 | 4 | 6 | -2 | 8 | -7 | -6
C=CCOc1ccc(/C=C2\SC(=Nc3cccnc3)NC2=O)cc1 | -2 | 1 | -4 | 18 | -1 | 1 | -24 | -1 | -8 | -35
CC1CC(C)CN(c2nc3c(c(=O)n(C)c(=O)n3C)n2CCSc2nc3ccccc3o2)C1 (stereo unspecified) | -10 | -1 | -4 | 3 | -8 | -8 | -6 | 0 | -3 | -5
COC(=O)c1cc(C(=O)OCC(=O)NCc2ccc3c(c2)OCO3)cc([N+](=O)[O-])c1 | -8 | -2 | -1 | 4 | -7 | 1 | 1 | -1 | -3 | 8
Cc1cccc2c1[nH]c1nc(N/N=C\c3ccco3)nnc12 | -7 | -5 | 2 | 4 | -6 | 7 | / | -9 | 5 | -1
CC(C)N(C(=O)Cn1cc(SCC(N)=O)c2ccccc21)C(C)C | 4 | 2 | 4 | -4 | -1 | -5 | -6 | 0 | 2 | 0
COc1nccc(C(F)(F)F)c1C(=O)NC(=O)Nc1ccccc1 | -8 | 2 | 6 | -8 | -3 | -8 | -5 | 3 | -8 | -5
O=C(CN1C(=O)NC2(CCCCCC2)C1=O)Nc1ccc2c(c1)CCC2 | 3 | 0 | 2 | 4 | 0 | 1 | -13 | 6 | -6 | -2
CN(C)S(=O)(=O)N1CCc2ccccc2C1 | 5 | 1 | 2 | 1 | -3 | 2 | 6 | 6 | -9 | -11
COc1ccc(OC)c(CN2C(=O)c3ccccc3C2c2nnnn2-c2c(C)cccc2C)c1 (stereo unspecified) | -5 | -1 | 1 | 3 | -7 | 11 | / | -1 | -5 | -3
CCCC(=O)N1CCC(O)(c2cccc(F)c2)CC1 | 4 | 3 | -3 | -2 | 2 | -2 | 2 | -1 | -4 | 49*
Cc1cc(Br)cn2c(Cc3ccsc3)c(-c3cccc(Cl)c3)nc12 | -9 | -4 | -2 | 12 | -3 | 1 | / | 0 | -2 | 0
Cc1ccc([N+](=O)[O-])cc1NC(=O)/C=C/C(=O)O | 1 | -6 | 49* | -3 | 1 | -4 | 3 | 40* | 4 | -4
Cc1nc(/C(N)=N/OC(=O)Cc2ccccc2)no1 | 2 | 3 | -1 | -1 | 1 | 1 | 2 | 1 | 2 | 4
COc1ccc(C(=O)Nc2ccc3nc(C)c(C)nc3c2)cc1 | 5 | -4 | 0 | 0 | 3 | -8 | 0 | 1 | 0 | -11
O=S(=O)(Nc1ccc(F)cc1)c1ccc(NS(=O)(=O)c2cccs2)cc1 | 2 | 5 | 0 | 17 | 3 | 1 | 3 | 1 | 4 | -2
Cc1ccc(N(C)S(=O)(=O)c2cccc(C(=O)NNC(=O)c3ccncc3)c2)cc1 | -4 | 3 | 8 | 10 | -1 | -5 | -3 | -1 | -3 | 0
O=C(O)c1cc(-c2cccc([N+](=O)[O-])c2)n[nH]1 | 13 | 4 | 3 | 5 | 6 | 8 | -5 | -3 | -7 | -2
CCOC(=O)CSc1nc2cc(C(=O)NCC3CCCO3)ccc2c(=O)n1Cc1ccco1 (stereo unspecified) | 5 | -2 | -4 | -4 | 7 | 6 | 1 | 1 | -11 | 3
COc1ccccc1Cn1c(=O)oc2ccccc21 | 3 | 1 | -1 | 2 | 7 | 1 | -3 | -1 | -2 | 0
Cc1nn(C)c(C)c1NC(=O)CN1CCC(O)(c2ccc3c(c2)OCO3)CC1 | 7 | -1 | -2 | -6 | 4 | -2 | 2 | -4 | 0 | 0
CCCc1nnc(NC(=O)CN2CCN(C)CC2)s1 | 1 | -4 | -2 | 0 | -6 | -4 | 4 | 3 | -3 | -1
Cc1ccccc1NC(=O)Cc1nc(COC(=O)COc2ccccc2C(C)C)cs1 | 2 | 6 | 0 | -1 | 1 | -1 | -27 | 0 | 4 | 0
COc1ccc2[nH]cc(CCNC(=S)NCCc3ccccc3)c2c1 | -2 | 4 | 1 | 5 | -3 | 4 | 1 | -2 | -7 | 6
COC(=O)[C@@]12C[C@@H](CC(=O)NCCCCc3ccccc3)C(=O)N(CCc3ccc(OC)c(OC)c3)C1=CCC(C)(C)C2 | 0 | -2 | 4 | 7 | -2 | -5 | / | -1 | -3 | -3
Cc1noc(NC(=O)c2ccc(Cl)cc2)c1Cl | 0 | 1 | 0 | -2 | 4 | 7 | 0 | 0 | -2 | 0
Cc1cc(C)nc(NC(=O)/C=C/c2ccc(Cl)cc2)n1 | 3 | 3 | -4 | -4 | 6 | -1 | 6 | 10 | 0 | -7
C=C(C)CSc1nnc(-c2cccc(Cl)c2)n1N | -10 | -3 | -2 | -2 | -4 | 4 | -3 | -1 | 6 | -2
CCCCCCCCN1[C@@H](CC(=O)OCC)c2ccc(C(F)(F)F)cc2S1(=O)=O | 1 | -1 | 3 | 10 | 0 | -4 | -13 | 3 | 0 | 2
COP(=O)(OC)C(NC(=O)OCc1ccccc1)C(C)C (stereo unspecified) | -4 | -1 | -3 | 1 | 2 | / | / | -2 | 2 | 5
O=C(Nc1ccccc1Cl)Nc1ccnn1C1CCN(C(=O)c2cscn2)CC1 | 2 | -4 | -2 | 0 | 1 | 1 | 2 | 1 | 0 | 6
CC(C)(C)CC(=O)Nc1ccc(C(N)=O)cc1 | 9 | 6 | 7 | 1 | 0 | -6 | 4 | 3 | -6 | -5
CCc1nc2ccc(C(=O)Nc3ccc(NC(C)=O)cc3)cc2nc1CC | 3 | -1 | -1 | 1 | 6 | 6 | -7 | -3 | 5 | -9

# An excerpt from above, limited to GC-A act and UHRF1 binding:
Molecule	GC-A act	UHRF1 binding
COc1ccc2[nH]cc(CCNC(=S)NCCc3ccccc3)c2c1	-3	-2
Cc1noc(NC(=O)c2ccc(Cl)cc2)c1Cl	4	0
Cc1cc(C)nc(NC(=O)/C=C/c2ccc(Cl)cc2)n1	6	10
COc1ccccc1Cn1c(=O)oc2ccccc21	7	-1
C=C(C)CSc1nnc(-c2cccc(Cl)c2)n1N	-4	-1
CCCc1nnc(NC(=O)CN2CCN(C)CC2)s1	-6	3

# Some of the compounds tested, so the mix of outcomes need not match the whole.
